NPYLR7 ag: agonists of mosquito NPYLR7 receptor, primary screen, cell-based, Aedes aegypti, calcium fluorescence, mosquito biting behavior | Aedes aegypti neuropeptide Y-like receptor 7 (NPYLR7) | 270,000 tested, 0.15% active | activation, % at 10 µM | HEK293T NPYLR7/Galpha15, GCaMP6s calcium fluorescence; in the data active = activation above about 40%;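 also: 0% = vehicle and 100% = reference agonist at the receptor; some compounds past the cut are filed as inactive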
hcGAS lum: Primary biochemical luminescence assay for human cyclic GMP-AMP synthase inhibitors; AID 1259398, 2018; recombinant h-cGAS, ATP depletion, Kinase-Glo luminescence; 290,000 tested, 0.081% active; inhibition, % at 12.5 µM;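 also: 0% = vehicle reaction and 100% = reaction without DNA for no activity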
Target sequence (Q8N884 whole entry, looked up): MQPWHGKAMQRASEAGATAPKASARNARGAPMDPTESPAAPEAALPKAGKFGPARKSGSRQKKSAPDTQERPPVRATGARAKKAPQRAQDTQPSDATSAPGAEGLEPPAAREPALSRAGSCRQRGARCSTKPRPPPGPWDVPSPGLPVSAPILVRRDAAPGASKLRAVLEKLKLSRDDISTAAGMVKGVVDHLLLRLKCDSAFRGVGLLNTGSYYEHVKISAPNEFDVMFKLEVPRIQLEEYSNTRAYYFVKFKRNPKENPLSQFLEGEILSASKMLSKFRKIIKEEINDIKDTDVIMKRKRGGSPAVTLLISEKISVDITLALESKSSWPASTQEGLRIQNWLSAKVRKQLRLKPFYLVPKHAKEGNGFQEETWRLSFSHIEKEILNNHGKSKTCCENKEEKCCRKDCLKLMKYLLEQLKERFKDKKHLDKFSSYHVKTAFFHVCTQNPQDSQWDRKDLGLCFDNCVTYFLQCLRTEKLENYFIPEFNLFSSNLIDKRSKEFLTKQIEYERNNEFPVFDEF
mcGAS lum: cyclic GMP-AMP synthase inhibitors, mouse, primary biochemical chemiluminescence. AID 1259399, 2018. inhibition, % at 12.5 µM. 160,000 tested, 0.15% active. Q8C6L5. recombinant cGAS, Kinase-Glo ATP depletion luminescence;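 also: 0% = negative control wells and 100% = reference inhibitor with no enzyme activity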
Active calls of the source: *; x = not tested or not shown. Rule as the data show it, unless noted: active = inhibition above about 40%; inactive = the rest.

#	smiles	NPYLR7 ag	mcGAS lum	hcGAS lum
1	COCCNC(=O)C1CCCN(C2CCN(C(=O)c3ccc(F)cn3)CC2)C1 (stereo not given)	-7.1	x	-1.7
2	CCOC(=O)C1CCN(c2nccc(OCC)n2)CC1	26.5	-16.0	-1.3
3	CCCc1nnc2c(=O)n(-c3cc(C)cc(C)c3)ccn12	11.0	-8.2	-7.5
4	Cn1nc(-c2cccc(NC(=O)c3ccccn3)c2)ccc1=O	-0.6	-5.1	-3.8
5	CCOc1ccc(OCCn2cnc3ccccc3c2=O)cc1	3.9	-1.5	-5.0
6	Cc1ccn2cc(C(=O)N3CCCC3CN3CC(C)OC(C)C3)nc2c1 (stereo not given)	3.4	x	-4.6
7	Cc1cc(C)c2c(n1)nn1c(NCCC3=CCCCC3)cc(C)nc21	0.1	-8.9	-6.5
8	COc1ccc(OC)c(N=Cc2c(O)n(-c3ccccc3)c(=O)c3ccccc23)c1	-8.4	-7.1	-8.3
9	O=C(C1=NN(Cc2ccccc2)C(=O)CC1)N1CCCC(C(F)(F)F)C1 (stereo not given)	3.3	x	2.7
10	COC(=O)c1cccc2c1CCN(C(=O)Cc1ccc(C(F)(F)F)cc1)C2	7.1	x	1.2
11	O=C(Nc1nnc(-c2ccc(Cl)cc2)s1)C1CCCN1C(=O)COCc1ccccc1 (stereo not given)	-2.3	1.8	3.4
12	CCN1C(=O)C(=Cc2ccccc2F)SC1=NS(=O)(=O)c1ccccc1	-5.1	x	-9.0
13	CC(=O)c1csc(NC(=O)c2cc(-n3c(C)ccc3C)ccc2Cl)n1	-4.0	x	-9.6
14	COC(=O)[C@@H]1C[C@@H](NC(=O)c2cccc(-c3cn[nH]c3)c2)CN1C	-2.5	x	-2.4
15	Cc1cc(NC(=O)COc2ccc(C3=CCN(C(N)=O)CC3)cc2)ccc1Br	0.9	-2.4	2.9
16	Cc1cc(Br)c2c(c1)c(N=NC(=O)c1ccc(O)cc1)c(O)n2C	-2.4	-6.4	-4.2
17	Cn1cccc1-c1cc(C(=O)N(CCc2ccccc2)Cc2ccccc2)n(-c2cccc([N+](=O)[O-])c2)n1	12.4	-3.6	-6.6
18	Cc1ccn2c(=O)c(NC(=O)c3ccc(Br)o3)c(C)nc2c1	0.6	x	-3.1
19	COc1ccc(C(C)=O)cc1Cn1c(C)c(C(=O)NCc2ccc(C(F)(F)F)cc2)sc1=O	1.2	x	-0.9
20	Nc1cc(Br)ccc1[N+](=O)[O-]	-8.8	x	1.5

Whole records from above. Screens in order: NPYLR7 ag	mcGAS lum	hcGAS lum
Record of `Nc1cc(Br)ccc1[N+](=O)[O-]` : -8.8	x	1.5
Record of `Cc1cc(NC(=O)COc2ccc(C3=CCN(C(N)=O)CC3)cc2)ccc1Br` : 0.9	-2.4	2.9
Record of `COC(=O)c1cccc2c1CCN(C(=O)Cc1ccc(C(F)(F)F)cc1)C2` : 7.1	x	1.2
Record of `O=C(Nc1nnc(-c2ccc(Cl)cc2)s1)C1CCCN1C(=O)COCc1ccccc1` (stereo not given) : -2.3	1.8	3.4

Next section:
#	smiles	NPYLR7 ag	mcGAS lum	hcGAS lum
21	CCn1c(CC2CCN(CC3=CC[C@H]4C[C@@H]3C4(C)C)CC2)nn(C)c1=O	24.3	-17.7	-0.9
22	S=c1oc(-c2ccncc2)nn1CN1CCOCC1	1.2	x	7.1
23	COC1C=CCC(c2ccc([N+](=O)[O-])cc2)C1(C#N)C#N (stereo not given)	-9.8	x	14.1
24	COc1cccc(-n2nnc3c(N4CCN(C(=O)c5cccc(C(F)(F)F)c5)CC4)ncnc32)c1	-15.2	-2.3	-1.4
25	CCn1c(=NC(=O)c2ccc(C(C)=O)cc2)sc2cc(F)cc(F)c21	9.1	-8.9	-2.3
26	CCCCC(O)CN(Cc1c(C)nn(-c2ccccc2)c1Oc1cccc(F)c1)CC1CC1 (stereo not given)	-3.9	-3.3	-4.9
27	O=C(N[C@@H]1CCCCC1NC(=O)C1CCN(C(=O)c2ccc(Cl)cc2)CC1)c1ccc(F)cc1 (stereo not given in full)	-1.5	-0.1	3.1
28	COc1ccccc1C(C)N(C)S(=O)(=O)c1cccc(C(F)(F)F)c1 (stereo not given)	3.2	x	2.7
29	CCCCN(C(=O)Nc1ccc(Cl)cc1Cl)C(C)c1nc2ccccc2c(=O)n1-c1ccccc1OCC (stereo not given)	x	1.7	4.1
30	Cc1cc(C)cc(N2C(=O)CC(Sc3ncn[nH]3)C2=O)c1 (stereo not given)	-0.9	x	-6.6
31	O=C(CCn1cnc2scc(-c3ccc(F)cc3)c2c1=O)Nc1ccc(F)c(F)c1	0.5	-7.6	-7.5
32	COCCN1C(=O)c2ccccc2[C@H](C(=O)Nc2ccc3[nH]ncc3c2)[C@@H]1c1cccnc1	-14.3	x	1.1
33	Cc1n[nH]c(=O)nc1N1CCN(c2ccccc2)CC1	7.0	x	-5.5
34	Cn1c(O)c(N=Nc2ccc([N+](=O)[O-])cc2)c2cc(Br)cc(Br)c21	-3.7	-2.5	-2.8
35	O=C(COC(=O)c1cc2c(s1)CCC2)NC(=O)NC1CCCC1	4.1	x	-5.4
36	Cc1noc(C)c1CN1CCN2C(C(=O)Nc3ccc(-n4cccc4)cc3)=COC2=NC1=O	9.5	x	-6.2
37	COc1ccc2c(c1)ncn2C[C@]1(O)CCCN2CCCC[C@@H]21	-0.5	x	-6.9
38	CCn1nnnc1NCc1ccccc1OCc1ccc(C)cc1	19.2	x	-1.9
39	CCC(NC(N)=O)C(=O)OCc1cc(=O)n2c3c(sc2n1)CCCC3 (stereo not given)	-0.5	x	2.8
40	O=C(NC1CC2CCC(C1)N2CCc1ccccc1)c1ccc(Cl)cc1 (stereo not given)	2.1	-5.8	-7.1
41	Cc1cc(CN2CCCC2c2ccc(C(=O)NCCc3ccccn3)s2)n[nH]1 (stereo not given)	23.0	x	-9.7
42	N#Cc1cccc(CSc2nc(Oc3ccccc3F)cc(-c3ccccc3)n2)c1	0.5	x	1.3
43	CN(C)CC1(O)CCCN(C(=O)C(C)(C)NC(=O)c2cccs2)C1 (stereo not given)	-1.6	x	-7.6
44	COc1ccc(C(=O)NC2CCN(c3ccccc3C(=O)NCc3cccc(C(F)(F)F)c3)CC2)cc1OC	-12.8	-4.2	-1.6
45	C=CCOC(=O)c1sc2nc(CNCc3ccco3)[nH]c(=O)c2c1C	3.4	x	1.9
46	O=C(NC(c1ccc(Cl)cc1)c1ccsc1)C1CCN(CCc2c[nH]c3ccccc23)CC1 (stereo not given)	7.4	-5.4	-4.2
47	Cc1nc(C2CCNCC2)cc(N(C)Cc2cn[nH]c2-c2ccccc2)n1	2.5	-7.7	-1.8
48	O=C(c1ccc(F)cc1)N1CCc2ccccc2C1c1ccc(Cl)cc1 (stereo not given)	x	1.9	6.5
49	O=C(NCc1ccccc1)N1CCN(C(=O)c2ccco2)CC1	2.2	x	-7.9
50	CCc1ccc(NS(=O)(=O)c2ccc(Cl)cc2OC)cc1	4.1	x	-6.6
51	Cc1nnc(SCCNC(=O)CN2CCCN(C)CC2)s1	9.7	x	-6.7
52	COc1ccc(S(=O)(=O)c2cnc(SCC(=O)NCc3ccc(F)cc3)[nH]c2=O)cc1OC	2.8	-5.3	-0.4
53	Cc1ccc2[nH]cc(-c3nccs3)c2c1	16.4	x	-2.4
54	NS(=O)(=O)c1ccc(N2CCCC2)nc1	1.3	x	0.0
55	O=C(Nc1cccc(C(F)(F)F)c1)C1CCCCC1C(=O)N1CCc2c([nH]c3ccccc23)C1 (stereo not given)	-12.5	x	-3.1
56	CCCC(=O)OCC(O)CN(CCOC)Cc1ccc(F)cc1F (stereo not given)	-3.0	2.5	-0.9
57	O=C(Nc1ccc(SCC(=O)N2CCOCC2)nn1)c1cccc(F)c1	0.6	x	3.6
58	CCn1c(CN2CCCC(CCC(=O)Nc3ccc(OC)cc3C)C2)nc2ccccc21 (stereo not given)	10.2	-11.4	-7.5
59	CCC(=O)Nc1cc(C)nn1-c1nc(C)c(C)c(=O)[nH]1	7.8	-8.5	-6.7
60	COc1ccccc1-c1cc(C(=O)N(CCC#N)Cc2cccnc2)n2nc(-c3ccc(Cl)cc3)cc2n1	6.1	-4.0	-4.7
61	CCOc1ncccc1-c1cccc(-c2noc(C)n2)c1	4.9	x	-5.7
62	CC(C)(NS(=O)(=O)c1cc(Cl)ccc1Cl)c1ccc2c(c1)OCCO2	1.3	x	-1.0
63	CC(Oc1ccccc1)C(=O)N1CCN(CC(OCc2ccc(C#N)cc2)c2cccc(N3CCCC3)c2)CC1 (stereo not given)	4.9	-7.2	-9.9
64	COCCCNc1nc(Nc2cccc(C)c2)c2cnn(-c3ccccc3)c2n1	2.6	-6.7	-2.6
65	Cc1[nH]n(-c2nc(-c3ccc(Cl)cc3)cs2)c(=O)c1N=Nc1ccccc1C(F)(F)F	-3.6	-3.0	2.7
66	O=C1CCCN1Cc1nc(Cc2ccccc2)n[nH]1	-1.4	x	2.8
67	COc1ccc(CCOC(=O)C2CCCCN2C(=O)CC2CCC(C)CC2)cc1OC (stereo not given)	-2.8	0.9	1.4
68	CCOC(=O)CSc1nnc(NC(=O)Cc2cccs2)s1	1.9	-2.8	1.0
69	COc1cccc(CN(C)Cc2nc(C)no2)c1O	3.4	-12.5	-9.1
70	CC(C)(O)c1ccc(CN(CCN2CCOCC2)Cc2ccc(F)cc2)o1	10.2	-5.2	-5.3

The list continues:
#	smiles	NPYLR7 ag	mcGAS lum	hcGAS lum
71	COc1ccc(-c2nccn2CCc2nc(C)c(C)s2)cc1O	-1.0	-10.2	-5.5
72	CCOC(=O)C(CC)Sc1ccc2nnc(CCNC(=O)c3ccccc3)n2n1 (stereo not given)	1.6	-5.5	-3.8
73	N#Cc1cccc(NCC(=O)NCc2ccc(C(=O)N3CCCC3)cc2)c1	16.9	-15.1	-5.3
74	C[C@H](C(=O)NCC1CC1)N1Cc2ccc(-c3cccnc3)nc2C1=O	4.9	-7.1	-5.5
75	CCSc1nnc2c(n1)OC(c1ccsc1)Nc1ccc(Br)cc1-2 (stereo not given)	10.7	x	6.8
76	COc1ccccc1CC(=O)N1CCOC(COc2ccc3c(c2)CCCC3)C1 (stereo not given)	-5.0	-5.2	-2.0
77	C=CCN(CC(=O)N1CCc2sccc2C1COc1ccccc1OC)C(=O)Nc1cccc(Cl)c1 (stereo not given)	x	-1.1	0.5
78	NC(=O)C1CCN(Cc2cccc(NC(=O)C3COc4ccccc4C3)c2)CC1 (stereo not given)	7.2	x	-8.2
79	O=C(NCC1CCCO1)c1cccnc1N1CCN(C(=O)NCc2ccco2)CC1 (stereo not given)	-0.9	-7.7	-4.5
80	CN1CCC(Cc2noc(-c3ccccc3N3CCS(=O)(=O)CC3)n2)CC1	-1.4	x	-2.0
81	CCC(NC(=O)c1cccc(F)c1OC)c1ccccn1 (stereo not given)	x	-8.2	-3.8
82	O=C(CSc1nc(=O)n(CC2CCCO2)c2c1CCCC2)N1CCc2ccccc21 (stereo not given)	-8.1	-6.7	-5.8
83	COCCN1C(=O)C2(SCCN2C(=O)c2ccc(F)cc2)c2ccccc21 (stereo not given)	8.0	-7.6	-6.3
84	O=C(CN1C(=O)CSC(c2ccc3c(c2)OCO3)c2c(-c3ccccc3)nn(-c3ccccc3Cl)c21)N1CCCC1 (stereo not given)	14.0	-0.6	-4.3
85	Cn1cc(CCC(=O)C(C#N)C(=O)Nc2ccc(F)cc2F)cn1 (stereo not given)	-0.2	x	-4.8
86	COC(=O)C(NC(=O)c1ccsc1)C(C)C (stereo not given)	-0.2	-15.2	0.5
87	O[C@H]1CN(Cc2cnn(-c3ccccc3F)c2)C[C@@H]1N1CCN(c2ccccn2)CC1	1.4	x	-1.4
88	Cc1ccc(C(=O)NNS(=O)(=O)c2c(C)n[nH]c2C)c(C)c1	21.5	x	7.4
89	CN(CN1CCSC1=S)C1CCN(CC(F)(F)F)C1=O (stereo not given)	-5.1	x	-5.4
90	Cc1c(-c2nccn2CCc2nc(-c3cccnc3)no2)oc2ccccc12	11.9	-16.0	-2.0
91	Cc1cc(N2CCN(S(=O)(=O)/C=C/c3ccccc3)CC2)nc(-c2cccc(C(F)(F)F)c2)n1	14.9	-3.8	-1.3
92	Cc1nnc2c(=O)n(-c3ccccc3)ccn12	-12.5	-0.7	-1.3
93	CCOC(=O)N1CCN(Cc2ccc3c(c2)CN(C(=O)Cc2ccc4c(c2)OCO4)CCO3)CC1	2.2	-8.9	-5.8
94	COc1cccc(C(=O)NC(=NCCN(C)C)OCC(C)C)c1	-4.0	-3.6	-5.3
95	CC1CN(C(=O)CCCSc2nnc(-c3ccc(Cl)cc3)n2-c2ccccc2)CCN1C(=O)c1cccc(C(F)(F)F)c1 (stereo not given)	4.6	-5.7	-6.3
96	COc1ccc(C(=O)N(Cc2ccccc2)C2CCC(NC(=O)C3CCN(S(C)(=O)=O)CC3)CC2)cc1 (stereo not given)	19.1	-7.8	-4.8
97	Cc1nc(-c2ccc(CN)o2)cs1	10.2	x	-1.0
98	COCC(=O)N1CCC(Oc2ccccc2C(=O)NCCC2=CC[C@H]3C[C@@H]2C3(C)C)CC1	x	-10.4	-4.3
99	CCCC(=O)Oc1cc(C)[nH]c(=O)c1[N+](=O)[O-]	1.8	-7.6	-5.2
100	CCOc1ccc2nc(N=Cc3nc(-c4ccc(Cl)cc4)oc3O)sc2c1	-4.3	-3.6	-4.8
101	Cc1nc(SC(C)C(=O)NC(N)=O)c2c(C)c(C)sc2n1 (stereo not given)	1.2	x	-2.8
102	CC(C(=O)N1CCC(n2nccc2NC(=O)CCc2ccccc2)CC1)N1CCCC1=O (stereo not given)	-1.1	-2.7	-3.1
103	CN1CCN(C(=O)/C(=C/c2cccs2)c2ccc(F)cc2)CC1	3.8	x	-7.9

Bioassay records from PubChem BioAssay.
